SIRT5 block: SIRT5 desuccinylase inhibitors, primary screen, biochemical, fluorescence imaging, single point, set 5; hit rate 1.1% among 330,000; Purified SirT5, succinyl-peptide AMC, trypsin-coupled fluorescence; inhibition, % at 15 µM; in the data active = inhibition above about 15%; inconclusive = no clear call, values can overlap the other calls
Target sequence (Q9NXA8 whole entry, looked up): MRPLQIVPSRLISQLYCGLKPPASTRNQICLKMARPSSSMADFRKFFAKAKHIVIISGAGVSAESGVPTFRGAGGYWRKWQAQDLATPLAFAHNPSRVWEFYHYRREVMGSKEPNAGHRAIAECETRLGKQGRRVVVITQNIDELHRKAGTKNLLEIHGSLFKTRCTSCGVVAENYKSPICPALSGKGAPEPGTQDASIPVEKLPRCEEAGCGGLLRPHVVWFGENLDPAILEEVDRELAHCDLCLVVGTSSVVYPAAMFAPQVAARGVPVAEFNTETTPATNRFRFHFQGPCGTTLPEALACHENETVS
EWS-Fli block: EWS/Fli-driven NR0B1 reporter inhibitors, primary screen, A673 cells, NR0B1 luciferase, luminescence, MLPCN library; viability-normalised; hit rate 0.67% among 350,000; inhibition, % at 12.6 µM;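 active = mean inhibition of at least 50% after viability correction, with every replicate also passing that limit; inconclusive = mean reaches 50% but only one of two replicates passes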;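 note: firefly luciferase signal divided by Alamar Blue viability fluorescence both relative to DMSO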
ARNT-TACC3 inh: disruptors of ARNT/TACC3 protein interaction, primary screen, biochemical, AlphaScreen, single concentration; AID 623870, 2012; AlphaScreen His-ARNT PAS-B/GST-TACC3 binding, luminescence; TACC3 fragment carries E629A point mutation; hit rate 0.66% among 390,000; inhibition, % at 9.99 µM; Transforming acidic coiled-coil-containing protein 3 (Homo sapiens), Q9Y6A5;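 active = mean inhibition of replicates at least 50% and at least half of replicates each reaching 50%; inconclusive = half or more replicates reach 50% but mean below 50%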;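 note: 0% = complete ARNT plus TACC3 wells and 100% = ARNT alone without TACC3; many hits fall short of the cut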
DENV2 CPE: inhibitors of DENV2 cytopathic effect, primary screen, cell-based, plate reader, single concentration; DENV2-infected cells, cytopathic effect rescue; CPE inhibition, % at 9.99 µM; hit rate 1.7% among 350,000; in the data active = CPE inhibition above about 20%, passing the limit was not always enough; inconclusive = no clear call, values can overlap the other calls; tested in BHK-21 cells;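 note: 0% = median of neutral control wells and 100% = median of positive control wells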
PAX8 inh HTS: inhibitors of PAX8-driven TPO luciferase reporter, primary screen, RMG-I cells, single concentration; SteadyGlo, 24 h; hit rate 1.2% among 360,000; inhibition, % at 12.6 µM;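 active = mean replicate inhibition at least 60% with every replicate also reaching 60%; inconclusive = only one of the two criteria is met; inactive = mean below 60% and not all replicates reaching 60%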;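 note: luciferase light reporting Pax8 driven TPO promoter activity; plate controls were median of neutral control wells for no effect and mitoxantrone controls for full effect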
LGR2 antag: inhibitors of bursicon-induced LGR2 CRE-luciferase signal, primary screen, cell-based, HEK293, CRE-luciferase reporter, bursicon stimulation; inhibition, % at 9.99 µM; hit rate 0.35% among 380,000; bursicon-stimulated, 4 h;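 active = drop in luminescence signal, shown as inhibition above about 50% in the replicate tests, limit read from the data, passing the limit was not always enough; inconclusive = probably only some replicates passing the limit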;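 note: agonist challenge used bursicon conditioned medium at about half maximal strength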
Casp6 inh: human caspase-6 inhibitors, primary screen, biochemical, VEID-R110 fluorescence, single point, set 2 | P55212 | purified caspase-6, Z-VEID-R110 cleavage fluorescence | inhibition, % at 12.5 µM | hit rate 0.53% among 350,000 | AID 686996, 2013;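 active = mean inhibition across replicates at least about 35%, with every replicate also reaching that limit, limit read from the data; inconclusive = only one of the two criteria met; inactive = neither criterion met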;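 note: 0% = median of neutral control wells and 100% = no fluorescence left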
Target sequence (P55212 24-179 limits assumed): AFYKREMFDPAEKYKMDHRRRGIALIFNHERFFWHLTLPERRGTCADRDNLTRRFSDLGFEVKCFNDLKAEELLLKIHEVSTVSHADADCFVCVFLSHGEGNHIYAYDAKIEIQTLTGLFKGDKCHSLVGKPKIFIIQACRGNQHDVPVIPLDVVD
Target sequence (P55212 194-293 limits assumed): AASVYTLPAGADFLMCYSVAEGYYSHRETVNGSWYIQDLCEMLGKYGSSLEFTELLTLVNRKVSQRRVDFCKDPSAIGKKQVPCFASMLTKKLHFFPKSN
Numbers without * were called inactive; ? = inconclusive; / = not tested or not shown. Rows were taken by chance; any-hit rate near 4.9%.

SMILES	SIRT5 block	EWS-Fli block	ARNT-TACC3 inh	DENV2 CPE	PAX8 inh HTS	LGR2 antag	Casp6 inh
Brc1cccc(C2Nc3cccc4cccc(c34)N2)c1	-2	15	-6	-5	11	/	7
CCN1C(=O)CSc2ccc(C(=O)NCc3ccccc3)cc21	-3	/	-1	-2	2	-2	0
CC(C)NC(=O)Nc1ccc2c(c1)CC(=O)N([C@@H](C)CO)C[C@@H](C)[C@H](CN(C)S(=O)(=O)c1cccs1)O2	5	-6	-15	-4	-17	5	-1
CCCCC(=O)N(Cc1nc2sc(C)c(C)c2c(=O)[nH]1)C1CCCC1	2	6	-19	4	8	6	4
C[C@@H]1CN([C@@H](C)CO)C(=O)c2cc(C#CC3CC3)cnc2O[C@H]1CN(C)C(=O)Cc1ccccn1	-6	-7	-3	-6	/	-8	1
COc1ccccc1C(CCNS(=O)(=O)c1ccc(C)cc1)c1ccco1 (stereo unspecified)	2	5	-8	4	25	24	3
C[C@H](NC(=O)C[C@@H]1C[C@H]2c3cc(NC(=O)C4CCC4)ccc3O[C@H]2[C@H](CO)O1)c1ccccc1	2	6	-2	-2	9	4	-2
O=C(C[C@H]1CC[C@@H](NC(=O)C2CCC2)[C@@H](CO)O1)Nc1nccs1	-3	4	-7	9	1	8	2
Cc1c(C(=O)CN2CCN(c3ccccc3)CC2)c2ccccc2n1C	1	3	1	-1	-13	1	-1
Cc1c(CC(=O)NC(C)C)c(=O)oc2cc3c(cc12)CCC(C)(C)O3	-45	-86	-3	-3	-77	-19	2
Cn1c(C=O)c(-c2ccc3cc[nH]c3c2)c2ccccc21	-3	-11	-3	?	-2	-3	1
C[C@H]1CCCCO[C@@H](CN(C)S(=O)(=O)c2cccs2)[C@@H](C)CN([C@@H](C)CO)C(=O)c2cc(NC(=O)C3CCCCC3)ccc2O1	5	11	-2	3	/	13	-2
Cc1ccc(CNC(=O)C2CC(c3ccccc3C(F)(F)F)=NO2)cc1 (stereo unspecified)	1	-4	10	3	-5	-19	7
CO[C@H]1CN(C)C(=O)c2cc(NC(=O)NC3CCCCC3)ccc2OC[C@H](C)N(CCc2ccccc2)C[C@@H]1C	25*	0	7	3	/	4	2
COC(=O)CN(C)C(=O)c1cccc(OC2CCN(S(=O)(=O)N(C)C)CC2)c1	-4	-13	-3	4	-8	-16	-1
O=c1c2ccccc2[nH]c(=S)n1Cc1ccccc1	-11	5	-24	2	23	-15	-1
CN(C)C(CNS(=O)(=O)c1ccc2ccccc2c1)c1ccccc1 (stereo unspecified)	-4	7	-2	2	-7	4	6
Cc1ccc(S(=O)(=O)N2C[C@@H](O)COC[C@@H]3O[C@H](CC(=O)NCCN4CCCCC4)CC[C@H]32)cc1	0	0	11	4	1	-1	-23
O=C(CN1CCOCC1)N1CCCCN2[C@H](CO)[C@H](c3ccc(/C=C/c4ccccc4)cc3)[C@H]2C1	5	-12	2	54*	8	-16	-8
CN(C)CCCNC(=O)c1ccc(-c2cc(O)c3ncccc3c2)cc1	0	6	60*	/	19	1	-114
Cc1ccccc1-n1c(=O)n(Cc2ccco2)c(=O)c2[nH]cnc21	0	7	-4	1	15	-27	4
O=C(O)C1CCN(C(=O)c2ccccc2C(=O)N2CCC(C(=O)O)CC2)CC1	-6	11	-16	-5	/	-1	5
COc1ccc(S(=O)(=O)Nc2cccc3c2O[C@H](CN(C)C(=O)NC(C)C)[C@@H](C)CN([C@@H](C)CO)C3=O)cc1	-1	1	-7	-6	/	21	2
CCCCn1c(=O)nc2n(-c3ccc(OC)cc3)c3ccccc3cc-2c1=O	0	9	-7	-6	-11	/	1
COc1ccccc1-c1ccccc1[C@@H]1[C@H](C#N)N(C(=O)CN(C)C)[C@H]1CO	-4	2	/	-2	/	0	0

Reprinted at random: 3 records from the list.
SMILES	SIRT5 block	EWS-Fli block	ARNT-TACC3 inh	DENV2 CPE	PAX8 inh HTS	LGR2 antag	Casp6 inh
C[C@H]1CCCCO[C@@H](CN(C)S(=O)(=O)c2cccs2)[C@@H](C)CN([C@@H](C)CO)C(=O)c2cc(NC(=O)C3CCCCC3)ccc2O1	5	11	-2	3	/	13	-2
COc1ccc(S(=O)(=O)Nc2cccc3c2O[C@H](CN(C)C(=O)NC(C)C)[C@@H](C)CN([C@@H](C)CO)C3=O)cc1	-1	1	-7	-6	/	21	2
CO[C@H]1CN(C)C(=O)c2cc(NC(=O)NC3CCCCC3)ccc2OC[C@H](C)N(CCc2ccccc2)C[C@@H]1C	25*	0	7	3	/	4	2

Further compounds:
SMILES	SIRT5 block	EWS-Fli block	ARNT-TACC3 inh	DENV2 CPE	PAX8 inh HTS	LGR2 antag	Casp6 inh
CN(c1ccccc1)S(=O)(=O)c1ccc(NC(=S)NC(=O)C2CC2)cc1	-1	7	-5	-2	20	/	6
O=C(c1ccco1)N(Cc1ccccc1)c1cccc([N+](=O)[O-])c1	-1	7	-3	5	5	0	32
CCOc1ccc(CN2CCN(c3ncnc4scc(-c5ccccc5)c34)CC2)cc1	-1	-1	-4	2	16	23	-3
Cc1cc(C)c(C#N)c(N2CCN(c3ccccc3F)CC2)n1	1	4	-5	7	17	2	2
O=C(Cn1cnnn1)Nc1cccc(S(=O)(=O)N2CCCCC2)c1	-2	4	/	4	8	-17	3
COc1ccc([Si](C)(C)[C@H]2[C@H](CCO)O[C@@]3(C(=O)N(Cc4ccc(NC(C)=O)cc4)c4ccccc43)[C@@H]2C)cc1	21*	-20	16	-8	111*	/	1
C[C@H]1CN([C@@H](C)CO)C(=O)c2cc(C3=CCCCC3)cnc2O[C@@H]1CN(C)S(=O)(=O)c1cn(C)cn1	0	1	-3	/	-4	-6	-2
O=C(N[C@H]1CC[C@@H](CCNS(=O)(=O)c2cccc(Cl)c2)O[C@H]1CO)c1ccc(F)cc1	-2	8	-5	?	0	-5	2
Cn1cc2cccc([N+](=O)[O-])c2n1	3	-11	-1	-9	10	-1	1
CC(C)n1c(C(=O)OCC(=O)NCc2ccc3c(c2)OCO3)cc2sccc21	-1	6	-2	15	/	-8	-12
Cc1ccc(N(C(=O)c2cccs2)C2C=CS(=O)(=O)C2)cc1 (stereo unspecified)	/	-3	5	6	6	-14	1
Cc1onc(-c2c(Cl)cccc2Cl)c1C(=O)Nc1ccc(Cl)cn1	-1	16	-1	-1	-8	19	0
O=C1CSC(=S)N1/N=C/c1ccc2c(c1)OCCO2	2	1	-1	9	-15	-32	-3
O=C(COC(=O)CNC(=O)c1cccc([N+](=O)[O-])c1)NCc1ccco1	1	-1	-1	15	-3	32	-4
Cc1ccc(OCCCC(=O)Nc2ccc(S(=O)(=O)N3CCOCC3)cc2)cc1	3	9	-9	-4	12	-1	4
CCn1c(SCC(=O)Nc2ccccc2)nc2ccccc2c1=O	-5	7	11	-1	8	-3	1
N#C[C@H]1[C@@H](c2ccc(C#CCC3CCCC3)cc2)[C@H](CO)N1C(=O)c1ccccn1	6	2	/	-21	14	5	0
CCc1nc(Nc2cccc(F)c2)c2oc3ccccc3c2n1	-3	9	0	17	1	-23	-1
CCCN(C)C[C@@H]1OCCCC[C@H](C)Oc2ccc(NC(=O)Nc3ccc4c(c3)OCO4)cc2C(=O)N([C@H](C)CO)C[C@@H]1C	/	2	/	/	-9	10	/
CCC/C(O)=C1\C(=O)CCCC1=NCCc1c(C)[nH]c2ccc(C)cc12	0	-6	-4	4	-12	3	4
CC(C)CCCN1C(N(C)C)=NC[C@@H]1C	2	-2	15	/	-1	-4	3
Cc1ccc(N2CCN(C(=O)NC3CCCCC3)CC2C)cc1 (stereo unspecified)	-2	-10	-4	-3	-13	0	-2
CN(CC(=O)NCCc1ccc(S(N)(=O)=O)cc1)Cc1c(F)cccc1Cl	0	1	-5	?	-5	0	-1
O=C(Oc1c(-c2ccccc2)c(=O)n2c3c(cccc13)CC2)c1cccc([N+](=O)[O-])c1	-1	-3	-9	?	-10	/	1
CCN(CC)S(=O)(=O)c1ccc(OC)c(NC(=O)/C=C/c2ccco2)c1	1	-13	0	-7	-10	-1	3
Additional compounds follow:
SMILES	SIRT5 block	EWS-Fli block	ARNT-TACC3 inh	DENV2 CPE	PAX8 inh HTS	LGR2 antag	Casp6 inh
CCSc1nnc(NS(=O)(=O)c2ccc(OC)cc2)s1	1	6	-5	-1	15	-13	2
COc1cccc(NC(=O)CCc2c(C)nn(-c3ccc(N4CCOCC4)nn3)c2C)c1	-2	/	4	-5	-23	-8	-1
CCNC(=O)/C(C#N)=C/c1c(N2CCN(c3ccccc3)CC2)nc2c(C)cccn2c1=O	0	5	16	-5	32	-8	3
Cc1cc(C)c(NC(=S)N2CCN(c3ccc([N+](=O)[O-])cn3)CC2)cc1C	1	12	10	2	-2	14	-5
NCCC(=O)NCCc1cnc[nH]1	1	0	/	-5	-25	3	-2
Cc1cc(C)c2nc(SC3CCOC3=O)cc(C)c2c1 (stereo unspecified)	-3	-6	-8	4	1	9	3
O=C(NNC(=O)c1cc2cc(Br)ccc2oc1=O)c1ccc(O)cc1	-3	-2	-5	-5	11	12	1
CC(C)CNC(=O)COC(=O)c1ccc([N+](=O)[O-])cc1Cl	/	/	-9	/	3	-8	/
c1ccc(-c2nc(SCc3nc4ccccc4[nH]3)c3oc4ccccc4c3n2)cc1	/	10	-5	-6	4	1	-3
COc1ccc(C2OCC(C)([N+](=O)[O-])CO2)cc1 (stereo unspecified)	1	0	-2	12	12	-3	-1
CCOC(=O)c1[nH]c2ccc(OC)cc2c1NC(=S)N1CCN(c2ccc(F)cc2)CC1	/	/	-2	/	16	6	/
CC(C)NC(=O)Nc1ccc2c(c1)C(=O)N([C@@H](C)CO)C[C@@H](C)[C@@H](CN(C)Cc1ccc(Cl)c(Cl)c1)O2	5	-3	35	-3	35	-5	-1
Cc1ccccc1S(=O)(=O)N1CCCCN2[C@H](CO)[C@@H](c3ccc(-c4cccnc4)cc3)[C@H]2C1	-4	11	6	-1	17	-4	-3
Cc1cccc2sc(N(CCN(C)C)C(=O)c3ccc4ccccc4c3)nc12	0	-2	5	-2	19	5	-2
COc1cc(/C=N/NC(=O)c2ccc(O)cc2)ccc1Oc1ccc([N+](=O)[O-])cn1	-1	-2	4	-1	18	/	-4
CCCN1CCN(C(=O)C2CCN(S(=O)(=O)c3c(C)noc3/C=C/c3ccc(C)cc3)CC2)CC1	-5	/	11	-2	41	11	0
Cc1cc(S(=O)(=O)NCC2CC2)c(Cl)cc1Cl	-5	2	-6	-2	17	-2	3
Cc1ccc(Cn2c(=N)n(CC(O)COc3ccccc3)c3ccccc32)cc1 (stereo unspecified)	-2	23	3	-4	/	8	4
Cc1nnc2ccc(-c3ccc(NS(C)(=O)=O)cc3)nn12	-2	2	/	8	5	13	-2
COc1ccc(-c2ccc([C@@H]3[C@H](CO)N4CCCCN(S(=O)(=O)c5cccs5)C[C@@H]34)cc2)cc1	0	12	-1	3	-10	10	-4
COc1ccc(-c2csc(NC(=O)CN3C(=O)NC4(CCCC4)C3=O)n2)cc1	-4	-4	-5	5	-26	-2	-3
COc1ccc(C(=O)NCC(c2ccco2)N2CCc3ccccc32)c(OC)c1 (stereo unspecified)	-1	14	0	7	2	-2	-1
Cc1ccc(-c2cc(Cc3cccs3)c(=O)[nH]n2)cc1	-1	0	-1	-2	-1	-1	0
COC(=O)c1ccccc1Oc1nc(Cl)cc(OC)n1	/	/	-6	/	6	17	/
CCC(=O)Nc1ccc(OCc2nc3ccccc3s2)cc1	-7	-33	-14	5	-79	/	6
CCN(CC)CCCNC(=O)COc1ccc2oc3c(c2c1)CCCC3	-4	1	8	9	7	-1	-44
CC(=O)N1[C@H](C(=O)Nc2ccccc2)[C@@H](CO)[C@@H]2Cn3c(ccc(C4=CCCC4)c3=O)[C@@H]21	2	-4	-3	-9	/	7	-1
O=C(Nc1ccc2c(c1)OCO2)N1CCCc2ccccc21	-8	-16	3	9	-107	-14	-2
O=C1CC(N2CCC(Cc3ccccc3)CC2)C(=O)N1CCc1ccccc1 (stereo unspecified)	-5	8	-2	-2	/	11	2

Screens deposited in PubChem by Broad Institute.
